Assay outcomes: PubChem, National Center for Advancing Translational Sciences (NCATS)
aSyn rescue: rescues yeast growth from alpha-synuclein toxicity | AID 652106 | Potency, µM (series often up to 46.1 µM), for the others: at the highest dose growth rescue (activation), hits mostly activators | 0.14% of 370,000 active | Yeast expressing alpha-synuclein, growth rescue, BacTiter-Glo, 24 h; note: potency is the fitted concentration of half-maximal effect; % of control where 0% means no effect; nearly all actives have a fitted effect of over 65% in size
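Galactose-induced alpha-syn yeast (OD600=0.02, raffinose-pregrown) + pinned cpd, 24 hr, 30 deg C; growth by BacTiter-Glo luminescence. Growth restoration scores as activation.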
DRD3 agonist: activates the human D3 dopamine receptor; max activation, %; AID 652048; D3R DiscoveRx beta-arrestin cells, luminescence, 90 min; P35462; 0.58% of 410,000 active; in the data active = max activation above about 30%; note: 0% is about no effect; mostly tested at two doses, the higher about 12 µM
Target sequence (P35462 whole entry, looked up): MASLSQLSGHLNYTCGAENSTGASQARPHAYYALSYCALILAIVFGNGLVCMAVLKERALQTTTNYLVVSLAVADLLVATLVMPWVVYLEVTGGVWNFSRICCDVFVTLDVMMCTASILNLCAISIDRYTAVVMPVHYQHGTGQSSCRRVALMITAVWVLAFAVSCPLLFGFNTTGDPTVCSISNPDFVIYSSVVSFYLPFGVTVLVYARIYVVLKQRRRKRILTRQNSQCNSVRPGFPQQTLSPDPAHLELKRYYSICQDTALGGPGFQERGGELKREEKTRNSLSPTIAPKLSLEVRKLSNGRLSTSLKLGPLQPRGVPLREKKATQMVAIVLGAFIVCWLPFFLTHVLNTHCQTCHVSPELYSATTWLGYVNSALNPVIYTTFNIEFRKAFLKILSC
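Agonist-mode cell screen: cells plated at 1500/well and incubated overnight at 37 °C, then exposed to library compounds for 90 min at 37 °C. Detection reagent was added for 30–60 min at room temperature, and luminescence was read.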
Abeta yeast res: compounds reversing amyloid beta toxicity in yeast; yeast expressing A-beta42, growth rescue, OD600, 48 h; response scale: 0% DMSO, 100% iron-clioquinol control; Potency, µM (titrated, usually from 46.1 µM), inactives show at the highest dose growth rescue, hits mostly activators; 0.063% of 410,000 active; note: potency is the fitted concentration of half-maximal effect; nearly all actives have a fitted effect of over 55% in size
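Yeast growth medium received pinned compounds, then yeast cells expressing toxic A-beta were added; plates incubated at 30 C for 48 hr. Growth read as absorbance at 600 nm, normalized to DMSO and equimolar FeCl3 plus clioquinol controls.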
TDP43 rescue: TDP-43 toxicity inhibition in yeast; TDP-43 expressing yeast growth rescue, BacTiter-Glo, 24 h; Potency, µM (top dose mostly 46.1 µM), inactives show at the top dose growth rescue (activation), hits mostly activators; 1.8% of 410,000 active; note: potency is the fitted concentration of half-maximal effect; % of control where 0% means no effect; nearly all actives have a fitted effect of over 50% in size
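Yeast expressing TDP-43 (pregrown in raffinose, seeded at OD600=0.02 in galactose medium) exposed to compounds 24 hr at 30 deg C. Growth read by BacTiter-Glo luminescence; rescue of toxicity appears as increased signal.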
EPAC2 ag: activates human EPAC2 exchange factor. Q8WZA2. EPAC2 activation, biochemical qHTS; response scale: 100% = 6.5 mM cAMP response. Potency, µM (highest dose often 154 µM), inactives show top-dose activation, usual class: activators. 0.079% of 360,000 active. AID 720711; note: potency is the fitted concentration of half-maximal effect; nearly all actives have a fitted effect of over 50% in size
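Fluorescence exchange assay: 100 nM EPAC2 with 250 nM RAP1B-BODIPY-GDP and 50 uM GDP; compounds tested as a concentration-titration series (qHTS). Loss of Rap1-bound BODIPY-GDP fluorescence read at 480/540 nm; data normalized to 6.5 mM cAMP.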
DRD3 antagonist: blocks the human D3 dopamine receptor; D3R cells, DiscoveRx beta-arrestin luminescence, antagonist mode; active compounds read low; max response, negative = inhibition, %; 2.5% of 360,000 active; AID 652054; in the data active = max response below about -50%; inconclusive = no clear call, values can overlap the other calls; note: % is set by controls: 0 for no effect and ±100 for the full control effect; mostly tested at two doses, the higher about 12 µM
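Cells expressing the human receptor were seeded at 1500 cells/well, incubated overnight at 37 degrees C in 5% CO2, then exposed to library compounds with dopamine controls for 90 minutes at 37 degrees C before luminescent detection.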
FUS yeast rescue: suppressors of FUS proteinopathy in yeast | S. cerevisiae FUS-expressing, growth rescue, OD600, 24 h | Potency, µM (highest dose often 76.6 µM), for inactives: at the highest dose growth rescue (activation), usual class: activators | 0.24% of 390,000 active | AID 1347120;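 note: potency is the fitted concentration of half-maximal effect; plate controls were DMSO vehicle for no effect and reference control for full effect; nearly all actives have a fitted effect of over 55% in size; some results filed as inactive show a strong effect at the top dose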
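Galactose (2%) drives FUS expression in yeast precultured in raffinose; seeding density OD 0.005. Test compounds incubated 24hr at 30C and 99% humidity before absorbance at 600 nm was measured.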
EPAC2 antagonist: EPAC2 (human) antagonism | Q8WZA2 | EPAC2 GEF exchange of Rap1B-BODIPY-GDP, fluorescence | Potency, µM (titrated, usually from 114 µM), without a hit: top-dose activity, negative = inhibition, usual class: inhibitors | 0.18% of 360,000 active | AID 720708; note: potency is the fitted concentration of half-maximal effect; % is set by controls: 0 for no effect and ±100 for the full control effect; nearly all actives have a fitted effect of over 45% in size; many of its hits are not listed in these tables
The depositor's hits bear a star; ? = inconclusive; . = no result given; [ ] = another dose, or the depositor's remark. Unless noted, calls come from the whole dose curve; as a rule, active = well fitted curve in the direction sought with a large enough effect; inconclusive = small, poorly fitted or top-dose-only effect, or another doubt; inactive = no such curve, though single readings can be large; an effect the other way counts as inactive or inconclusive. This is a subset (hit frequency here may not be typical).

Each structure is followed by: aSyn rescue	DRD3 agonist	Abeta yeast res	FUS yeast rescue	TDP43 rescue	DRD3 antagonist	EPAC2 antagonist	EPAC2 ag
1. CCc1nnc(/N=C/c2c(O)n(-c3ccc(Cl)cn3)c(=O)c3ccccc23)s1
→ 3%	5	11%	30%	23%	-1	-10%	7%
2. CCc1ccc(NC(=O)c2cnc3c(-c4ccccc4)c(C)nn3c2C)cc1
→ .	15	6%	-22%	20%	.	.	.
3. O=C(CCCN1C(=O)/C(=C/c2ccccc2)SC1=S)Nc1ccccc1O
→ 8%	0	-1%	22%	-10%[9.22 µM]	?	6%	15%
4. COc1ccc(NC(=O)CCNC(=O)Cn2ccc3ccccc3c2=O)cc1Cl
→ -2%	4	0%	-12%	18%	9	0%	-2%
5. O=S(=O)(c1cccc2nsnc12)N1CCc2ccccc2C1
→ 22%	4	11%	9%	-67%[inhibitor]	-20	7%	7%
6. CN(C)C=C1C(=O)c2ccccc2C1=O
→ 11%	5	-16%	-2%	9%	-21	-4%	3%
7. C=CCOc1ccc(CNCc2cccnc2)cc1OCC
→ -1%	2	6%	6%	-4%	1	6%	-2%
8. Cc1noc(NS(=O)(=O)c2ccc(NC(=O)CSc3nc4c(cc3C#N)CCCCC4)cc2)c1C
→ -6%	6	12%	30%	-1%	8	2%	4%
9. O=C(CSc1nnc(-c2cccnc2)o1)Nc1ccccc1F
→ 1%	1	-2%	-7%	-24%	-6	0%	3%
10. O=C(NCCc1cccc(Cl)c1)c1cccc([N+](=O)[O-])c1
→ -1%	-2	16%	9%	?	-12	-6%	5%
11. Cc1c(C(=O)NCc2ccc3c(c2)OCO3)sc(=O)n1Cc1ccc(S(=O)(=O)N(C)C)cc1
→ -1%	-5	-13%	?	4%	32	8%	1%
12. COc1ccc(NC(=O)[C@H](C)NC(=O)C2CCN(S(=O)(=O)c3ccc(C)cc3)CC2)cc1OC
→ 0%	2	1%	8%	0%	-8	12%	13%
13. COc1ccc(OC)c(CNC(=O)c2ccc3nc(C(C)C)oc3c2)c1
→ .	-4	10%	?	13%	.	.	.
14. Cc1cc(C)c(S(=O)(=O)N2CCN(C(=O)c3c(C)noc3C)CC2)c(C)c1
→ 1%	1	-1%	9%	15%	2	1%	8%
15. O=C(CSc1nnc(-c2ccco2)n1CC1CCCO1)N1CCCCC1 (stereo unspecified)
→ 0%	-1	19%	8%	-9%	16	-2%	5%
16. CCc1onc(C)c1C(=O)Nc1cc(C)ccc1OC
→ -10%	-7	-16%	-11%	2%	0	-19%	-43%[inhibitor][15.6 µM]
17. CCOC(=O)N1CCN(S(=O)(=O)c2ccc(OC)c(Br)c2)CC1
→ 1%	-6	1%	16%	3%	-22	8%	-3%
18. Cc1c(NC(=O)Nc2ccc(Cl)cc2Cl)c(=O)n(-c2ccccc2)n1C
→ 7%	0	11%	0%	21%	12	-1%	8%
19. COCCCn1c(=N)c(C(=O)NCc2cccnc2)cc2c(=O)n3cc(C)ccc3nc21
→ .	1	-6%	-11%	3%	.	.	.
20. COc1ccc(C)cc1NC(=O)c1ccc(CN2CCc3ccccc3C2)cc1
→ 2%	-19	0%	3%	-13%	-69*	-4%	8%
21. Cc1cc(S(=O)(=O)NCc2ccccc2)ccc1OCC(=O)Nc1cccc([N+](=O)[O-])c1
→ 0%	-10	2%	7%	9%	-23	-17%	-3%
22. CC1CCCCC1NC(=O)COC(=O)COc1ccc(Cl)cc1 (stereo unspecified)
→ 0%	0	-9%	17%	-12%	-3	-3%	4%
23. Cc1c(Cl)cccc1NC(=O)C(C)n1c(=O)cc(C)c2c(C)nn(-c3ccccc3)c21 (stereo unspecified)
→ .	3	-7%	-22%	9%	.	.	.
24. Cc1cccc(-n2c(-c3ccc(Br)o3)n[nH]c2=S)c1
→ -5%	-16	?	-16%	9%	-12	6%	8%
25. Cc1ccc(NC(=O)Cc2ccccc2Cl)cc1S(=O)(=O)N(C)C
→ -3%	6	-8%	.	-8%	1	?	14%
26. C=Cc1ccc(CN2CCCN(Cc3ccc(Cl)cc3)S2(=O)=O)cc1
→ -2%	4	-2%	14%	19%	10	4%	4%
27. COc1cc2nc(SCC(=O)NCCc3ccccc3)n(Cc3ccco3)c(=O)c2cc1OC
→ .	-4	3%	?	-9%	?	8%	-7%
28. Cc1ccc2c(Sc3ccc(Cl)cc3)c(C(=O)N3CCCCC3)[nH]c2c1
→ .	8	19%	?	-12%	.	.	.
29. COc1ccccc1NC(=O)Nc1ccc(N2CCOCC2)cc1
→ -1%	7	-7%	16%	-10%[0.397 µM]	-16	4%	5%
30. O=C(CN1C(=O)NC2(CCCC2)C1=O)NCCc1ccccc1
→ 9%	8	5%	-29%	19%	14	2%	-1%
31. COc1cccc(C(=O)/C=C/Nc2cc(C)ccc2O)c1
→ 6%	0	-3%	18%	12%	-6	-3%	15%
32. CCC(C)(C)n1nnnc1C(c1cccs1)N1CCN(Cc2ccccc2)CC1 (stereo unspecified)
→ 5%	-22	-5%	25%	-15%	-57*	-5%	14%
33. CC1(C)N=C(c2cccc(F)c2)C(=O)N1
→ 2%	43*	7%	2%	-2%	16	-14%	3%
34. COc1ccc(OCc2nnc(SCC(=O)N3CCCCC3)o2)cc1
→ 6%	-7	-12%	7%	3%	12	4%	7%
35. Cc1ccc(C(=O)Nc2cnc3sc(C)nn3c2=O)cc1
→ -11%	1	-17%	-6%	0%	12	-2%	5%
36. Cc1cc(C)c(S(=O)(=O)N2CCN(S(=O)(=O)N3CCC(C)CC3)CC2)c(C)c1
→ -2%	-8	-6%	0%	-20%	11	3%	3%
37. CC(=O)C1=C(O)C(=O)N(Cc2ccco2)C1c1ccccc1 (stereo unspecified)
→ -3%	1	10%	-7%	-20%	9	-2%	10%
38. N#Cc1c(/N=C/c2ccc(Br)s2)sc2c1CCC2
→ 7%	-4	9%	-8%	11%	-4	5%	-10%
39. COc1cc(C(=O)OCC(=O)N2CCC(Cc3ccccc3)CC2)cc(OC)c1OC
→ 5%	2	-11%	28%	26%	-22	4%	2%
40. Cc1nc2c([nH]c3ccccc32)c(=O)n1N
→ -7%	3	-13%	-7%	-13%	11	2%	7%
41. Cc1ccc(S(=O)(=O)Nc2cncnc2NS(=O)(=O)c2ccc(C)cc2)cc1
→ 10%	-3	4%	7%	-14%	3	9%	2%
42. O=C(CCNS(=O)(=O)c1cccc2nsnc12)NCCC1=CCCCC1
→ 4%	-8	13%	18%	28%	-22	-21%	9%
43. O=c1[nH]c2cc3c(cc2cc1CN(Cc1cccnc1)Cc1nnnn1Cc1ccco1)OCCO3
→ -9%	-2	4%	?	-11%	8	-5%	6%
44. COc1ccc(N2CCN(C(=O)Cn3nnc(-c4ccc(OC)c(OC)c4)n3)CC2)cc1
→ 2%	20	1%	18%	-4%	18	-2%	-1%
45. CCOC(=O)C1(Cc2ccc(OC)cc2)CCN(C(=O)Cn2cnnn2)CC1
→ 1%	-1	-7%	8%	1%	5	0%	3%
46. COc1ccccc1NC=C1C(=O)OC2(CCCCC2)OC1=O
→ 3%	-5	-6%	18%	?	12	8%	-1%
47. O=C(Nc1cccc(C(=O)N2CCOCC2)c1)C1CCCC1
→ 0%	-2	-15%	-9%	1%	-8	8%	5%
48. Cc1cccc(CN2CCN(c3nc4nonc4nc3NC3CC3)CC2=O)c1
→ 5%	0	4%	6%	-8%[0.397 µM]	12	3%	5%
49. COc1ccc(CC(=O)NC(c2ccccc2)c2ccccc2)cc1S(=O)(=O)N1CCOCC1
→ 5%	1	2%	9%	6%	-5	-3%	5%
50. O=C(OCC(=O)c1ccc(Cl)cc1Cl)c1cnccn1
→ -2%	-5	10%	-10%	-8%	-14	2%	2%
51. CCN(CC(=O)Nc1c(F)cccc1F)C(=O)C1CC(=O)N(c2ccccc2OC)C1 (stereo unspecified)
→ -1%	-8	13%	-15%	-3%	-10	-1%	4%
52. O=C1[C@H]2[C@@H]3CCN1CCC[C@@H]2C=C[C@@H]3c1ccc(Br)cc1
→ 7%	5	-3%	18%	?	23	-13%	2%
53. COc1ccc(NC(=O)c2cc3ccc4c5ccccc5[nH]c4c3cc2O)cc1
→ -3%	6	-5%	28%	-12%	-4	12%	3%
54. CC(OC(=O)COc1ccc(C#N)cc1)C(=O)c1ccccc1 (stereo unspecified)
→ 7%	2	1%	.	21%	4	-1%	10%
55. O=C(COc1ccc2c(c1)OCO2)NC12CC3CC(CC(C3)C1)C2
→ 16%	0	-10%	29%	25%	-5	-6%	12%
56. O=C(Nc1nc(-c2cccc3ccccc23)cs1)c1ccc2c(c1)S(=O)(=O)c1ccccc1C2=O
→ 11%	-3	5%	33%	-10%	1	2%	-1%
57. COc1ccccc1N(C)S(=O)(=O)c1ccc(Cl)c(C(=O)Nc2ccccc2N2CCOCC2)c1
→ -17%	2	-5%	-4%	8%	11	-8%	14%
58. CCCCn1c(SCC(=O)Nc2ccc(NC(C)=O)cc2)nc2ccccc2c1=O
→ -3%	-13	0%	?	.	0	-8%	-4%
59. COCCCNC(NC(=O)c1ccc(Br)cc1)C(Cl)(Cl)Cl (stereo unspecified)
→ -13%	-3	1%	23%	0%	-21	-3%	12%
60. CCOC(=O)N1CCN(CC(=O)Nc2cc(OC)c(OC)cc2C#N)CC1
→ -7%	5	1%	-7%	-16%[9.22 µM]	1	-5%	-4%

More entries follow.
Each structure is followed by: aSyn rescue	DRD3 agonist	Abeta yeast res	FUS yeast rescue	TDP43 rescue	DRD3 antagonist	EPAC2 antagonist	EPAC2 ag
61. O=S(=O)(NCC1CCCN(Cc2ccccc2)C1)c1cccc2cccnc12 (stereo unspecified)
→ -2%	-21	20%	-3%	6%	-13	2%	5%
62. O=C(NCc1ccccc1)c1cc2sccc2n1Cc1ccc(F)cc1
→ .	-20	0%	-27%	0%	.	.	.
63. Cc1ccc(-c2nnc3c4ccccc4c(C)nn23)cc1NC(=O)c1cccc(Br)c1
→ .	2	-12%	-21%	6%	.	.	.
64. COc1cccc(S(=O)(=O)Nc2ccc(C(=O)N3CCOCC3)cc2)c1
→ 0%	4	15%	16%	-15%	7	12%	3%
65. O=C(Cn1nc(Cc2cccnc2)c2ccccc2c1=O)Nc1ccc2c(c1)OCO2
→ 0%	-4	-12%	-5%	-7%	0	5%	-2%
66. Cc1cccc(-c2nnc(SCC(=O)NCc3ccc4c(c3)OCO4)n2C)c1
→ 0%	-1	-9%	1%	-2%	-15	2%	8%
